TDP-43 yeast inh: TDP-43 toxicity inhibition in yeast; TDP-43 expressing yeast growth rescue, BacTiter-Glo, 24 h; Potency, µM (titrated, usually from 46.1 µM), inactives show at the top dose growth rescue (activation), hits mostly activators; 410,000 tested, 1.8% active; AID 652104; note: % of control where 0% means no effect; nearly all actives have a fitted effect of over 50% in size
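Growth rescue of TDP-43-toxic yeast measured as ATP luminescence (BacTiter-Glo). Cells grown to mid-log in raffinose, induced in galactose at OD600=0.02, exposed to compound 24 hr at 30 deg C.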
PTHR1 agonist: activates the human parathyroid hormone receptor PTHR1; HEK293 GP2 PTHR1 cells, GloSensor cAMP luminescence, 1 h; Potency, µM (series often up to 115 µM), without a hit: at the top dose activation, actives largely listed as activators; 410,000 tested, 0.075% active; AID 743266; note: nearly all actives have a fitted effect of over 55% in size; some results filed as inactive show a strong effect at the top dose; inactives centre near -15; many of its hits are not listed in these tables
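HEK-293-derived GP2 cells expressing PTHR1 and a GloSensor cAMP reporter, 3,000/well, plated overnight, given luciferin plus IBMX (each 0.5 mM as added) for 1 h at 37 °C, then compound for 1 h at 37 °C. Luminescence was read after 15 min at room temperature.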
EPAC2 ag: agonists of human EPAC2 (RAPGEF4); Q8WZA2; EPAC2 activation, biochemical qHTS; response scale: 100% = 6.5 mM cAMP response; Potency, µM (highest dose often 154 µM), for inactives: at the top dose activation, usual class: activators; 360,000 tested, 0.079% active; note: nearly all actives have a fitted effect of over 50% in size
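Compounds were titrated in qHTS against a Rap1B-BODIPY-GDP (250 nM) complex with EPAC2 (100 nM) and GDP (50 uM). BODIPY-GDP release tracked at 480/540 nm over 30 min at room temperature, normalized to 6.5 mM cAMP.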
FUS suppressor: rescues growth of FUS-expressing yeast; Potency, µM (doses to about 76.6 µM), for the others: top-dose growth rescue (activation), actives largely listed as activators; S. cerevisiae FUS-expressing, growth rescue, OD600, 24 h; 390,000 tested, 0.24% active;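 note: plate controls were DMSO vehicle for no effect and reference control for full effect; nearly all actives have a fitted effect of over 55% in size; some results filed as inactive show a strong effect at the top dose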
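FUS-expressing yeast, raffinose-pregrown, induced in 2% galactose minimal medium at OD 0.005; compounds in a dilution series, 24hr at 30C. Growth restoration read as absorbance at 600 nm. CP55940 positive control, DMSO negative.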
EPAC1 antag: antagonists of human EPAC1. Potency, µM (highest dose often 115 µM), for the others: at the top dose activity change, negative = inhibition, most hits filed as inhibitors. EPAC1 GEF assay, Rap1b-BODIPY-GDP exchange fluorescence. 360,000 tested, 0.14% active. O95398;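 note: plate controls were vehicle for no effect and positive control for full effect; nearly all actives have a fitted effect of over 50% in size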
Target sequence (O95398 whole entry, looked up): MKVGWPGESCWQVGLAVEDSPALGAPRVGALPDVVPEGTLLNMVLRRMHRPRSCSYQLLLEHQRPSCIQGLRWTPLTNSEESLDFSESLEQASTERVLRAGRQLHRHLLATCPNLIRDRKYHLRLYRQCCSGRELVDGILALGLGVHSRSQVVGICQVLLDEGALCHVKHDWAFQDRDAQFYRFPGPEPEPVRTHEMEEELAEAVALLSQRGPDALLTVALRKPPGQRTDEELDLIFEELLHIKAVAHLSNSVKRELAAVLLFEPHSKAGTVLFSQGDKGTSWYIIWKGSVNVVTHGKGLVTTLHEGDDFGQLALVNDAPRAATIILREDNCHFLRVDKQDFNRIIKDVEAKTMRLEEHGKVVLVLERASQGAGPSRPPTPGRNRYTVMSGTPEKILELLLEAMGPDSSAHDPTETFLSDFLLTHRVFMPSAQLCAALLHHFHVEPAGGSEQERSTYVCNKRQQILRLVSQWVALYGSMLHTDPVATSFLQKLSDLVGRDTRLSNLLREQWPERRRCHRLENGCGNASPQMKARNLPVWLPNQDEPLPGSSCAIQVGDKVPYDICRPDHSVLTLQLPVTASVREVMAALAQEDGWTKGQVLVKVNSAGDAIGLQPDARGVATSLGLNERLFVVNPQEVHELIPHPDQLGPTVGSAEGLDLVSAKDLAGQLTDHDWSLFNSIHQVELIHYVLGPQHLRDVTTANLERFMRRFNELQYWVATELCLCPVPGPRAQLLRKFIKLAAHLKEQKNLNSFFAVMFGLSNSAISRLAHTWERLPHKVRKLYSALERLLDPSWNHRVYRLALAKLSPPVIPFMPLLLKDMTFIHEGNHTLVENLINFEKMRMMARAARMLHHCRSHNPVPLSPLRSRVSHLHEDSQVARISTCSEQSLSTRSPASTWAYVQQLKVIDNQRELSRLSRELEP
EPAC2 antag: EPAC2 (human) antagonism; Q8WZA2; EPAC2 GEF exchange of Rap1B-BODIPY-GDP, fluorescence; Potency, µM (doses to about 114 µM), inactives show at the highest dose activity, negative = inhibition, actives largely listed as inhibitors; 360,000 tested, 0.18% active; AID 720708; note: % is set by controls: 0 for no effect and ±100 for the full control effect; nearly all actives have a fitted effect of over 45% in size; many of its hits are not listed in these tables
aSyn yeast inh: inhibitors of alpha-synuclein toxicity in yeast | AID 652106 | Yeast expressing alpha-synuclein, growth rescue, BacTiter-Glo, 24 h | 370,000 tested, 0.14% active | Potency, µM (titrated, usually from 46.1 µM), without a hit: at the highest dose growth rescue (activation), actives largely listed as activators; note: % of control where 0% means no effect; nearly all actives have a fitted effect of over 65% in size
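Galactose-induced alpha-syn yeast (OD600=0.02, raffinose-pregrown) + pinned cpd, 24 hr, 30 deg C; growth by BacTiter-Glo luminescence. Growth restoration scores as activation.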
EPAC1 agonist: EPAC1 (human) agonism; O95398; EPAC1 agonist qHTS, biochemical assay; response scale: 100% = response to 6.5 mM cAMP; Potency, µM (top dose mostly 154 µM), for inactives: at the highest dose activation, usual class: activators; 360,000 tested, 0.073% active; AID 720707; note: nearly all actives have a fitted effect of over 60% in size
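Read-out is the fluorescence drop as BODIPY-GDP leaves Rap1B (480 nm excitation, 540 nm emission), recorded every 5 minutes over 30 minutes. Reactions held 100 nM EPAC1, 250 nM Rap1B–BODIPY-GDP and 50 uM GDP, with 6.5 mM cAMP setting full activation.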
Starred values were filed as active, the others as inactive; i = inactive; ? = inconclusive; · = no result given; [ ] = remark or other dose. Calls come from the whole dose curve; as a rule, active = well fitted curve in the direction sought with a large enough effect; inconclusive = small, poorly fitted or top-dose-only effect, or another doubt; inactive = no such curve, though single readings can be large; an effect the other way counts as inactive or inconclusive. Potency is the fitted concentration of half-maximal effect. An excerpt; the hit share may differ from the screen's.

Start of the data: the first five compounds, ahead of the listing:
SMILES	TDP-43 yeast inh	PTHR1 agonist	EPAC2 ag	FUS suppressor	EPAC1 antag	EPAC2 antag	aSyn yeast inh	EPAC1 agonist
COc1ccc(Nc2nc3ccccc3nc2NS(=O)(=O)c2ccc(Cl)cc2)cc1OC	6%	-38%[inhibitor]	·	-17%	·	·	0%	·
O=C(COc1ccccc1)N1CCN(S(=O)(=O)c2cccs2)CC1	-17%	i	0%	5%	-3%	-18%	2%	5%
CCOc1ccc(NC(=O)C2CCN(C(=O)C3CC(=O)N(c4ccc(C)cc4)C3)CC2)cc1 (centres undefined)	-6%	i	2%	-10%	-22%	22%	0%	-5%
CC(C)C1C(=O)N(Cc2cn(CCC3OCCO3)nn2)CCS(=O)(=O)N1Cc1ccc(-c2ccc(F)nc2)cc1 (centres undefined)	?	-50%[inhibitor]	7%	24%	1%	-3%	2%	0%
O=C(C(c1ccccc1)c1ccccc1)N1CCN(CCN2C(=O)c3cccc4cccc(c34)C2=O)CC1	7%	-11%	13%	22%	-5%	1%	11%	8%

Results, repeating the preview:
SMILES	TDP-43 yeast inh	PTHR1 agonist	EPAC2 ag	FUS suppressor	EPAC1 antag	EPAC2 antag	aSyn yeast inh	EPAC1 agonist
COc1ccc(Nc2nc3ccccc3nc2NS(=O)(=O)c2ccc(Cl)cc2)cc1OC	6%	-38%[inhibitor]	·	-17%	·	·	0%	·
O=C(COc1ccccc1)N1CCN(S(=O)(=O)c2cccs2)CC1	-17%	i	0%	5%	-3%	-18%	2%	5%
CCOc1ccc(NC(=O)C2CCN(C(=O)C3CC(=O)N(c4ccc(C)cc4)C3)CC2)cc1 (centres undefined)	-6%	i	2%	-10%	-22%	22%	0%	-5%
CC(C)C1C(=O)N(Cc2cn(CCC3OCCO3)nn2)CCS(=O)(=O)N1Cc1ccc(-c2ccc(F)nc2)cc1 (centres undefined)	?	-50%[inhibitor]	7%	24%	1%	-3%	2%	0%
O=C(C(c1ccccc1)c1ccccc1)N1CCN(CCN2C(=O)c3cccc4cccc(c34)C2=O)CC1	7%	-11%	13%	22%	-5%	1%	11%	8%
CCCCN(C(=O)C(C)(C)Oc1ccc(Cl)cc1)c1c(N)n(CCC)c(=O)[nH]c1=O	0%	i	-3%	14%	3%	1%	-1%	-4%
CN(/N=C/c1ccc(O)cc1O)c1ncc(C(F)(F)F)cc1Cl	35µM*	-66%[inhibitor]	0%	-20%	-27%	?	-36%[inhibitor]	-1%
CC1CCC(NC(=O)C2CCC(CNc3c(N4CCCCC4)c(=O)c3=O)CC2)CC1 (centres undefined)	-20%	-7%	-10%	15%	2%	2%	-1%	-1%
O=C(Nc1ccccc1C(=O)N1CCN(Cc2ccccc2)CC1)c1ccccn1	6%	-19%	-4%	-4%	-6%	1%	-2%	-11%
O=C(Cn1c(=O)cnc2ccccc21)NCC(=O)Nc1ccc(F)c(F)c1	-9%	-19%	13%	3%	12%	6%	-1%	1%
COc1ccc(-c2nnc(Nc3ccc(OC)c(C(=O)N4CCCCC4)c3)c3ccccc23)cc1	-20%	-18%	0%	·	0%	9%	5%	4%
O=C(Cc1cccc(C(F)(F)F)c1)NCc1ccc(Cl)cc1	?	-9%	-4%	13%	-9%	-3%	10%	-2%
CC(C)(O)C#Cc1ccc(C(=O)Nc2ccc3c(c2)OCO3)s1	-5%	i	-6%	-9%	-24%	-1%	7%	10%
CCCCOc1ccc(CN(C)c2ncnc(N)n2)cc1	-17%	-18%	5%	17%	-1%	0%	6%	5%
CC(NC(=O)Cc1ccc(S(=O)(=O)N2CCOCC2)s1)c1ccc(Br)cc1 (centres undefined)	10%	-7%	8%	·	-13%	-6%	1%	11%
C[C@]12c3[nH]c4cc(-c5ccco5)ccc4c3CCN1C(=O)[C@@H](CC(=O)NCCc1ccccn1)C[C@@H]2C(=O)N1CCCCC1	4%	-16%	9%	42%	-13%	7%	-1%	1%
O=C(Nc1ccc(N2CCN(C(=O)c3cccs3)CC2)c(Cl)c1)c1ccco1	12%	i	14%	35%	-15%	-11%	-4%	10%
COCCCNC(=O)c1cccc2c(-c3ccc(O)c(OC)c3)coc12	?	i	7%	6%	?	13%	-11%	-12%
CCCCCCSc1nsc(NC(=O)CCC)n1	-5%	-30%	9%	8%	-15%	0%	-1%	-4%
CCCNC(=S)N1CCC(C(=O)c2ccc(Cl)cc2)CC1	24%	-7%	16%	13%	-2%	-7%	-5%	0%
CCN1CCN(c2ccc(NC(=O)c3ccc(F)cc3)cc2Cl)CC1	11%	i	8%	1%	-4%	6%	1%	1%
COCCn1c(SCC(=O)N2CCCCC2)nc2cccnc21	3%	i	0%	9%	9%	-2%	7%	0%
Cc1ccc(NC(=O)c2[nH]cnc2C(=O)NN)cc1	?	-10%	-5%	-3%	-13%	-5%	-3%	-15%
CC(C)(CNc1ccc([N+](=O)[O-])cc1C#N)N1CCOCC1	-6%	-33%[inhibitor]	13%	12%	-2%	-5%	-3%	5%
CSc1ccccc1NC(=O)CN1c2ccccc2CC1C (centres undefined)	12%	?	5%	?	1%	?	23%	-4%

Additional structures.
SMILES	TDP-43 yeast inh	PTHR1 agonist	EPAC2 ag	FUS suppressor	EPAC1 antag	EPAC2 antag	aSyn yeast inh	EPAC1 agonist
COc1ccc(Nc2nc(-c3cccs3)nc3ccccc23)c(OC)c1	6%	i	9%	?	2%	-2%	0%	7%
O=C(COc1ccccc1)Nc1ccc(C(=O)N2CCCC2)cc1	4%	-67%[inhibitor]	8%	4%	-8%	3%	0%	-3%
CC12CCC(=O)N1C(C(=O)NNC(=O)COc1ccccc1F)CS2 (centres undefined)	-6%	i	4%	·	-3%	1%	-10%	11%
CCCn1c(SCC(=O)N2CCc3ccccc3C2)nc2c1c(=O)n(C)c(=O)n2C	-9%	-12%[57.5 µM]	3%	14%	-10%	2%	11%	1%
CC(CC#CCN1CCOCC1)OCCC#N (centres undefined)	-5%	i	-8%	7%	10%	19%	0%	-5%
O=C(O)CCc1ccc(S(=O)(=O)Nc2ccccc2C(=O)NCCc2ccccc2)cc1	-12%	i	-5%	27%	3%	1%	7%	8%
Cc1cc(SCC(=O)Nc2c(C)n(C)n(-c3ccccc3)c2=O)nc2ccccc12	-1%	-4%	-2%	·	8%	11%	3%	7%
COc1ccc(-c2sc3cc(OC)c(OC)cc3c2C#CC2(O)CCCCC2)cc1	0%	-18%	2%	?	-10%	-4%	18%	17%
CCOC(=O)c1ccc2c(c1)N(Cc1cccc([N+](=O)[O-])c1)C(=O)c1ccccc1S2	18%	i	·	-10%	·	·	4%	·
CC1=C(C)CC(C(=O)NNC(=O)c2cccc(Cl)c2)C(C(=O)O)C1 (centres undefined)	18%	-1%	15%	2%	15%	13%	-6%	-7%
CC1(C)CC(=O)C/C(=N/NC(=O)COc2ccc(Cl)cc2Cl)C1	7%	i	-3%	11%	-2%	-23%	9%	1%
Cc1ccccc1-n1c(SCC(=O)N2CCCC2)nnc1-c1ccccn1	-4%	25%[57.5 µM]	1%	4%	-12%	-11%	-1%	3%
CC(=O)c1ccc(NC(=O)CCCN2C(=O)/C(=C/C(C)=C/c3ccccc3)SC2=S)cc1	7%	i	2%	·	2%	9%	4%	5%
O=C(c1ccccc1Oc1ccc(C(F)(F)F)cc1[N+](=O)[O-])N1CCOCC1	11%	-12%	3%	5%	11%	6%	1%	13%
CCN(CC)CCOC(=O)c1ccc(NC(=O)COc2cc(=O)n(CC)c3ccccc23)cc1	22%	-21%[57.5 µM]	-5%	17%	5%	7%	2%	2%
COc1ccc(-c2cc(C(=O)NCC3CCCO3)on2)cc1OC (centres undefined)	?	i	4%	8%	13%	3%	2%	7%
Cc1nnsc1C(=O)N/N=C/c1c(F)cccc1Cl	18%	-24%	-6%	16%	5%	2%	-1%	-3%
O=C1C(Cl)=C(NS(=O)(=O)c2ccc([N+](=O)[O-])cc2)C(=O)c2ccccc21	-39%[inhibitor]	-26%	0%	16%	?	-27%	-13%	6%
COc1cc(C(=O)Nc2cccc(-c3nc4cc(C)ccc4o3)c2)cc(OC)c1OC	-24%	-5%	-10%	0%	9%	13%	-5%	0%
CCCC(=O)NC(c1ccc(OC)c(OC)c1)c1c(O)ccc2ccccc12 (centres undefined)	-28%	-15%	13%	27%	-1%	-3%	4%	11%
COc1ccc(-c2nnc(SCc3ccccc3F)o2)cc1	11µM*	-19%	20%	10%	-14%	-5%	5%	21%
CC(C)c1ccc(NC(=O)CN2CCN(C(=O)C3CCCO3)CC2)cc1 (centres undefined)	-10%	-18%	6%	7%	-6%	4%	-2%	2%
O=S(=O)(O)c1cc(O)c(N=Nc2ccc(O)cc2O)c2ccccc12	-47%[inhibitor]	-13%	12%	16%	79µM*	45µM*	-32%[inhibitor]	-8%
C[C@H](NC(=O)c1ccccc1)C(=O)Nc1nc(-c2ccccn2)cs1	20%	-7%	-13%	-2%	5%	1%	6%	6%
O=C(N/N=C/c1cn(-c2ccccc2)nc1-c1cccnc1)c1ccccc1	-18%	i	5%	15%	?	1%	1%	2%

Other results:
SMILES	TDP-43 yeast inh	PTHR1 agonist	EPAC2 ag	FUS suppressor	EPAC1 antag	EPAC2 antag	aSyn yeast inh	EPAC1 agonist
CC(Oc1ccccc1F)C(=O)NNC(=O)c1cc2ccccc2o1 (centres undefined)	22%	i	6%	9%	-29%	11%	6%	10%
O=C(Nc1ccccc1Cl)c1ccc2nsnc2c1	-5%	-12%	-1%	4%	-22%	1%	-9%	8%
O=C1CC(C(=O)O)S/C(=N\N=C\c2ccc(Br)cc2)N1 (centres undefined)	-19%	-24%	-3%	-8%	-24%	-2%	-4%	12%
COc1cccc(-c2nc3ccccc3c(=O)n2NC(=O)c2cccnc2Cl)c1	10%	i	3%	-21%	-19%	2%	1%	1%
CCCS(=O)(=O)N1CCN(Cc2ccco2)CC1	22%	i	-1%	-15%	1%	2%	5%	-12%
Fc1ccc(CO/N=C2\CCCc3nonc32)cc1	?	-24%	7%	-6%	-8%	-3%	1%	4%
Clc1ccccc1/C=N/c1cc(-c2ccccc2)nn1-c1ccccc1	?	-2%[57.5 µM]	-2%	35%	2%	-4%	-10%	3%
Nc1ccccc1Sc1c[nH]c2ccccc12	?	-9%	2%	-20%	-11%	?	14%	-8%
O=C(NN=C1CCCC1)c1cccc(O)c1	11%	i	9%	1%	-5%	3%	-8%	7%
NC(CCCCCP(=O)(c1ccccc1)c1ccccc1)C(=O)O (centres undefined)	-8%	-10%	-5%	10%	-16%	4%	3%	7%
CCCCn1nnnc1NCc1cccs1	-19%	-19%[57.5 µM]	15%	22%	-1%	-6%	-6%	-1%
CCCCn1c(=N)n(CC(O)c2ccccc2)c2ccccc21 (centres undefined)	5%	-14%	10%	-7%	2%	3%	1%	7%
